Growth percent in the NCI-60 one-dose screen (48 h, 10 µM unless noted): 100 = growth as untreated, 0 = no growth, -100 = all killed.
SF-539: SF-539 CNS cancer | AID 1794752 | 81,000 compounds, 6.8% hits
SF-295: SF-295 CNS cancer cells | 79,000 compounds, 5.6% hits
SF-268: SF-268 CNS cancer cells; 82,000 compounds, 3.1% hits
NCI-H23: NCI-H23 lung cancer. 80,000 compounds, 4% hits
CAKI-1: CAKI-1 renal cancer | 75,000 compounds, 4.7% hits | AID 1794772
U251: U251 CNS tumor cells; AID 1794753; 80,000 compounds, 5.4% hits
A498: A498 renal cancer cells; 76,000 compounds, 5.4% hits
SNB-19: SNB-19 CNS cancer cells. 81,000 compounds, 2.5% hits. AID 1794751
SNB-75: SNB-75 CNS cancer. AID 1794750. 79,000 compounds, 5% hits
* = called active by the depositor; . = no result given; & = joins results of further samples. The calls were made as follows: active = growth percent below 10; inactive = the rest.

SMILES	SF-539	SF-295	SF-268	NCI-H23	CAKI-1	U251	A498	SNB-19	SNB-75
Nc1ccc(Nc2ccccc2)c(S(=O)(=O)O)c1	102&104	104&101	107&107	94&116	72	105&104	123&185	110&99	99&97
Cc1cc(-c2ccccc2N)c2[nH]c3ccccc3c2c1-c1ccccc1	82	103	84	85	78	84	.	102	83
O=C(NCCN1CCCCC1)n1cc(-c2ccncc2)c(-c2ccc(Cl)c(O)c2)n1	91	120	90	83	109	99	114	101	79
Cn1cc(-c2noc(-c3cn(C)c4ncc(F)cc34)n2)c2cc(F)ccc21	61	88	68	68	83	61	92	68	79
NC1=CSc2ncnc3ncn1c23	99	94	100	89	97	101	112	96	82
O=C(Nc1ccccc1)c1cc(Cl)ccc1O	53	73	67	53	50	59	-4.6*	41	64
c1ccc(-c2oc3ccccc3c2-c2ccccc2)cc1	99	104	109	90	69	96	90	99	72
CCOC(=O)c1cc(C(=O)c2ccc(OC)cc2)n2ccc(/C=C/c3ccncc3)cc12	103	104	99	103	93	108	106	95	76
CCOC(=O)c1sc(/N=C2\C(=O)Nc3ccc(C)cc32)nc1C	104	108	91	93	.	101	.	104	82
CO[C@@H]1[C@@H](OC)N(S(=O)(=O)c2ccc(Cl)cc2)C(=O)N1S(=O)(=O)c1ccc(Cl)cc1	115	66	98	92	40	94	95	97	80
CC(=[N-])N1CCC[C@@H](Nc2c3ccccc3nc3ccccc23)C1.[Cl][Pt].[NH-]CCC[NH-]	37	57	62	-2.6*	15	44	.	53	3.2*
COc1cc(/C=C2\C(=O)N(c3c(Cl)cccc3Cl)c3ccccc32)cc(OC)c1OCCCCCCn1c2ccccc2c(=O)c2ccccc21	94	99	88	103	83	103	123	98	74
O=C(Cn1cc(CN2CCCCC2)nn1)Nc1ccc2c(ccn2Cc2ccccc2)c1	103	105	95	98	89	93	111	99	86
O=C1Nc2nc(=O)nc3[nH]c(=O)nc(n23)N1	90	98	107	101	100	99	106	103	82
ClCC1CCCO1 (stereo not given)	98	107	101	97	103	98	.	104	93
CC(=O)c1ccc(Nc2nc(NCc3ccccc3)c3ccccc3n2)cc1	95	93	108	101	91	97	101	98	85
Cc1cccc(NC2CC(=O)N(c3cccc(Cl)c3Cl)C2=O)c1C (stereo not given)	100	99	99	101	93	102	.	99	100
CC(C)(C)c1cc(CNC2CCCCC2)c(O)c(CNC2CCCCC2)c1	97	112	83	93	85	83	83	95	76
OCc1ncc(-c2ccc(C(F)(F)F)cc2)c(NC2CCCCCC2)n1	104	.	103	109	102	102	107	108	98
CCOc1cccc(N)c1	.	.	100	105	102	111	89	.	94
Cc1cccc2c1O/C(=C\c1ccc([N+](=O)[O-])o1)C2=O	-59*	31	-40*	-40*	-3.0*	-20*	49	44	65
O=C(O)CNS(=O)(=O)c1ccc(Oc2ccc(S(=O)(=O)NCC(=O)O)cc2)cc1	93	113	97	101	91	99	70	98	67
O=C(N/N=C1/C2C[C@@H]3C1C3C2C(=O)O)c1ccncc1 (stereo not given in full)	107	113	101	99	.	89	96	100	106
O=C1c2ccc3c4c(ccc(c24)C(=O)N1CCCCO)C(=O)N(CCCCO)C3=O	68	47	81	80	35	72	56	91	54
CNC=O	89	97	99	86	100	100	.	97	87
CC(C)OC(=O)Nc1ccc(-c2nc(-c3cccc(OCCN4CCOCC4)c3)c(-c3ccnc(Br)c3)[nH]2)cc1	-0.1*	-65*	52	33	35	17	-9.6*	22	-19*
Cc1c(/C=C2\CSc3ccc(Cl)cc3C2=O)c(=O)n(-c2ccccc2)n1C	94	126	104	86	82	98	118	93	59
O=C1CSC(c2ccc3c(c2)OCO3)N1Cc1ccc2c(c1)OCO2 (stereo not given)	96	90	109	98	72	101	97	93	83
N#CCCN(C(=S)Nc1cccc(C(F)(F)F)c1)C1CCCCC1	102	87	96	102	.	109	101	93	76
CC(=O)[C@H]1CC[C@H]2[C@@H]3CC[C@@H]4C[C@H](OC(=O)CCC(=O)O)CC[C@]4(C)[C@H]3CC(=O)[C@]12C	103	100	98	100	103	99	71	.	60
CS(=O)(=O)c1nccc(-c2c(-c3ccc(F)c(OCc4ccccc4)c3)nc3sccn23)n1	95	99	104	98	94	107	80	97	103
COc1cc2oc(-c3cccc(C(=O)Nc4ccc(Cl)cc4)c3)cc(=O)c2c(OCCNC(=O)[C@@H](N)CCC(=O)O)c1OC	75	86	95	88	69	87	157	94	86
O=C(Nc1nn(-c2ccc(F)cc2F)nc1-c1ccccc1)c1ccccc1	97	79	102	91	94	91	83	98	78
C=C1C(=O)O[C@H]2[C@H]1CC/C(COC(=O)NCCc1cccc(OC)c1)=C\CC[C@@]1(C)O[C@@H]21	39	89	55	75	8.8*	66	82	57	76
CCc1ccc(-c2cc(-c3ccc(C)cc3)n(-c3ccc(S(N)(=O)=O)cc3)n2)cc1	98	98	87	85	85	86	99	94	90
Cc1c(C(=O)NCCCC(=O)NO)sc2ncnc(Nc3ccc(NC(=O)Nc4ccccc4)cc3)c12	97	102	93	89	93	92	.	97	78

Sorted by number of heavy atoms (falling): 3 of the compounds above.
SMILES	SF-539	SF-295	SF-268	NCI-H23	CAKI-1	U251	A498	SNB-19	SNB-75
COc1cc2oc(-c3cccc(C(=O)Nc4ccc(Cl)cc4)c3)cc(=O)c2c(OCCNC(=O)[C@@H](N)CCC(=O)O)c1OC	75	86	95	88	69	87	157	94	86
O=C(O)CNS(=O)(=O)c1ccc(Oc2ccc(S(=O)(=O)NCC(=O)O)cc2)cc1	93	113	97	101	91	99	70	98	67
Cc1cccc(NC2CC(=O)N(c3cccc(Cl)c3Cl)C2=O)c1C (stereo not given)	100	99	99	101	93	102	.	99	100

Next section:
SMILES	SF-539	SF-295	SF-268	NCI-H23	CAKI-1	U251	A498	SNB-19	SNB-75
Cc1ccc2c(C(C[N+](=O)[O-])c3ccccc3F)c(-c3ccccc3)[nH]c2c1 (stereo not given)	52	18	47	57	33	25	33	49	25
COc1cc(OC)c(S(N)(=O)=O)cc1C(=O)/C=C/c1ccc2c(c1)OCO2	98	98	87	90	74	91	.	86	97
Cc1cc(C)c2c(n1)sc1c(Nc3csc4ncccc34)ncnc12	97	.	97	99	98	105	83	100	75
COc1cc(-c2csc(Nc3cc(N4CCN(CCO)CC4)nc(C)n3)n2)cc(OC)c1OC	72	26	79	86	74	58	28	68	57
CC1=NC=N/C1=C\c1sc(=S)n(CC(=O)O)c1O	110	97	108	109	99	97	99	108	93
CCOC(=O)c1cccnc1Nc1ccc(NC(=O)Nc2c(Cl)cccc2Cl)cc1	92	100	88	88	79	91	123	88	92
O=c1n(Cc2nc(-c3ccc(F)cc3)n[nH]2)cnn1-c1ccccc1	103	97	100	105	101	83	86	97	106
CCCCCCC1(/C=N/NC(N)=S)NC(=O)NC1=O (stereo not given)	97	96	102	94	92	93	.	105	82
Cc1ccc(NC(=O)CSc2nnc(COc3cnc4ccccc4n3)o2)cc1	108	99	101	86	76	84	98	102	90
COc1ccc(/C=C2\SC(=N)N(c3ccccc3OC)C2=O)cc1	98	.	99	96	95	90	97	103	79
NC(N)=N/N=C(/c1ccccc1)c1ccccc1F	2.8*	12	52	34	36	24	45	31	7.4*
CC(=O)Nc1nc(-c2ccccc2)cs1	91	101	98	97	98	86	97	100	77

Complete entries as entered above. Order of screens: SF-539, SF-295, SF-268, NCI-H23, CAKI-1, U251, A498, SNB-19, SNB-75
CC(=O)c1ccc(Nc2nc(NCc3ccccc3)c3ccccc3n2)cc1 is entered as 95, 93, 108, 101, 91, 97, 101, 98, 85
CNC=O is entered as 89, 97, 99, 86, 100, 100, ., 97, 87
CCOC(=O)c1cc(C(=O)c2ccc(OC)cc2)n2ccc(/C=C/c3ccncc3)cc12 is entered as 103, 104, 99, 103, 93, 108, 106, 95, 76
CC(C)(C)c1cc(CNC2CCCCC2)c(O)c(CNC2CCCCC2)c1 is entered as 97, 112, 83, 93, 85, 83, 83, 95, 76
Nc1ccc(Nc2ccccc2)c(S(=O)(=O)O)c1 is entered as 102&104, 104&101, 107&107, 94&116, 72, 105&104, 123&185, 110&99, 99&97

Further compounds.
SMILES	SF-539	SF-295	SF-268	NCI-H23	CAKI-1	U251	A498	SNB-19	SNB-75
O=C(NNc1nc2cc(F)cc(F)c2n2cccc12)c1ccncn1	7.5*	15	12	18	16	9.1*	22	22	19
Cn1c2c(c(=O)n(C)c1=O)C1(C(=O)N(Cc3ccccc3)c3ccccc31)c1c(n(C)c(=O)n(C)c1=O)N2	101	78	86	90	102	75	58	91	107
CCN(CC)CCN1C(=O)c2c(c(C)c3c(oc4ccc(O)cc43)c2C)C1=O	-100*	90	37	47	-6.7*	-24*	92	25	94
O=C1CCC23OC=CC2C2(Nc4ccccc4NC2=O)c2c(Cl)cccc2N13 (stereo not given)	103	109	91	98	.	114	131	101	91
CSc1nnc(CN2CCN(c3cc4c(cc3F)c(=O)c(C(=O)O)cn4C3CC3)CC2)o1	102	99	103	98	96	98	86	93	85
c1ccc2c3c(ccc2c1)Oc1ccc2ccccc2c1C3CCC1c2c(ccc3ccccc23)Oc2ccc3ccccc3c21	103	102	131	104	82	103	134	102	96
O=C(CN1CCCCCC1)Nc1nc2ccc([N+](=O)[O-])cc2s1	100	103	96	101	100	101	102	101	92
COC(=O)C(C)NS(=O)(=O)/N=C1\NC(=O)NC1=C(Cl)Cl (stereo not given)	96	103	98	.	99	106	.	100	99
CCOC(=O)c1cc(C(O)C(O)C(O)CO)oc1C (stereo not given)	105	103	87	96	103	103	87	111	104
CS(=O)(=O)OCC1CCC(COS(C)(=O)=O)O1 (stereo not given)	95	100	105	102	97	96	106	109	96
O=C1CCC2(C3CC3)N1CCc1cncn12 (stereo not given)	111	97	116	91	104	107	104	102	106
O=C(N[C@@H]1C[C@H]1c1ccc(F)c(F)c1)N[C@@H]1C[C@H]1c1ccc(F)c(F)c1	93	98	95	104	86	92	59	87	75
Cc1cc(=O)oc2cc(OC(=O)N(c3ccccc3)c3ccccc3)ccc12	97	97	107	98	69	96	80	86	83
Cc1ccc(=O)n(-c2ccc(C3=NCCC3)cc2)c1	104	99	99	95	95	95	.	102	83
O=C(c1ccc(Cl)cc1)C1Sc2nnc(o2)-c2c1c1ccccc1oc2=O (stereo not given)	98	98	95	83	97	103	100	94	78
COc1cccc(-c2cc(-c3ccccc3)c(C#N)c(=O)[nH]2)c1	95	95	98	105	96	98	82	98	93
COc1ccc(C(C)=O)cc1S(=O)(=O)Nc1c(N)nc(SC)[nH]c1=O	108	98	96	91	93	111	106	109	98
O=c1c2cc(F)ccc2sc2c(NCCCNCCO)nc3ccc(Cl)cc3c12	85	91	48	82	28	33	61	77	46
Cc1ccc(C(c2ccc(C)c(C)c2)C(O)C(O)C(O)C(O)CO)cc1C (stereo not given)	96	100	103	96	94	96	.	100	97
NC(=O)C1(Nc2ccc(-c3ccc(Br)cc3)cc2)CCCC1	.	87	80	99	95	85	73	73	63
C#CCNC(=O)c1cccc2c1cc(C)n2-c1nc2c(c(NCc3ccccc3)n1)CCCC2	-23*	-68*	-24*	-43*	3.1*	-72*	.	-25*	5.3*
COc1cc2nccc(Oc3ccc(NC(=O)C4(C(=O)Nc5ccc(F)cc5)CC4)cc3)c2cc1O	24	35	66	57	78	66	59	82	34
FC(F)(F)c1ccc(-c2cnc(Cl)nc2NCc2cc(C(F)(F)F)cc(C(F)(F)F)c2)cc1	33	-19*	25	1.5*	1.2*	11	-4.0*	15	27
CC(=O)OC1(C)C(=O)OC(=O)C1(C)OC(C)=O (stereo not given)	98	116	99	106	107	107	100	105	97
CC(C)c1cccc(C(C)C)c1NC(=O)OCCN(C)C	95	110	99	108	92	105	110	101	86
O=C(NCc1ccc(Cl)cc1Cl)C1CCC(=O)N1C(=O)Nc1ccccc1Cl (stereo not given)	102	96	93	102	91	94	99	100	98
Cc1ccc(-c2csc(NC(=O)CN3CCN(c4cc5c(cc4F)c(=O)c(C(=O)O)cn5C4CC4)CC3)n2)cc1	24	-3.0*	23	4.3*	21	7.6*	7.7*	28	20
CCOC(=O)c1csc(N)n1	101&95	93&100	97&108	102&105	67	87&111	94	97&90	86&84
COc1ccc(-c2cc(-c3nnc(SCC(=O)c4ccccc4)o3)c3ccccc3n2)cc1	107	91	89	94	.	95	58	101	75
Cn1c(COC(=O)NCCN2CCOCC2)nc2c(N3CCOCC3)nc(-c3ccccc3)nc21	-99*	57	-37*	-48*	-95*	-52*	31	49	-3.9*
Fc1ccc(-c2cnnn2-c2nonc2-n2cccc2)cc1	95	86	94	98	82	98	91	96	61
Cc1ccc(S(=O)(=O)N=N/C=C2/C=CC=CN2O)cc1	114	92	109	106	96	103	102	.	88
Nc1ccc(C(=O)O)cc1N	98	78	101	109	96	94	119	99	72
COc1ccc2c(CCCC(c3ccccc3)c3ccccc3)c3[n+](cc2c1OC)CCc1cc2c(cc1-3)OCO2	-38*	-32*	-58*	-30*	58	-76*	.	-16*	-19*
CCOC(=O)C1(CCC(=O)OCc2ccccc2)CCCCC1=O (stereo not given)	109	101	92	95	87	107	99	107	93
CSc1nc2c(c(=O)n1C)CN(Cc1ccccc1)C(=O)CN2	91	103	104	94	89	94	92	98	77
CN(C)c1ccc(C(=O)Nn2c(N)cc3ccccc3c2=O)cc1	89	97	95	59	71	99	121	87	79
CCC[N+](CCC)(CCC)Cc1ccccc1	104	112	106	109	112	97	94	109	.
COc1cc(/C=C2/Oc3cc4occc4c(OC)c3C2=O)ccc1OCC(=O)Nc1ccncc1	97	107	105	94	.	108	111	106	97

High-throughput results deposited in PubChem BioAssay by NCI.
